Screening results as filed in PubChem.
CHRM4 PAM: positive allosteric modulators of human muscarinic M4 receptor. P08173. CHO-K1 hM4/Gqi5, Fluo-8 calcium fluorescence, ACh EC20; 0% = ACh EC20, 100% = maximal ACh. activation, % at 3 µM. 0.4% of 360,000 active. AID 624126;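 active means activation above its plate's cutoff, the mean activation of sample wells plus 3 SD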; further: some results filed as inactive read as strong as hits
Target sequence (P08173 whole entry, looked up): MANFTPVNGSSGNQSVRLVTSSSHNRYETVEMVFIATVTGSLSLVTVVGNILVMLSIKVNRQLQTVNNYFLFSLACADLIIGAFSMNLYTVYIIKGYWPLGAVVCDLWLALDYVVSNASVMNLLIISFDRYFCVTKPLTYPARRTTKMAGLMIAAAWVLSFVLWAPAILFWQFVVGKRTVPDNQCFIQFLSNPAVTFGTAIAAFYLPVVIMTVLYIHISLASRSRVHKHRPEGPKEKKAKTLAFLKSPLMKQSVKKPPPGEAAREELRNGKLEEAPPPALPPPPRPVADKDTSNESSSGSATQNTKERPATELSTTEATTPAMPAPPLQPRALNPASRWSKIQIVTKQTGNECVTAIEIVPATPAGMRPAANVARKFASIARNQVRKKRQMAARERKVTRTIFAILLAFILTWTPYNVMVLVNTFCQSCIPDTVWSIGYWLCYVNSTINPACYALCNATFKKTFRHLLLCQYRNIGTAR
CHRM5 agonist: CHRM5 agonism in calcium assay; P08912; CHO-K1 hM5 cells, Fluo-8 calcium fluorescence; 0% DMSO wells, 100% maximal acetylcholine response; activation, % at 3 µM; 0.19% of 360,000 active;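 active means activation above the run's mean over test compounds plus 3 SD, cut at about 23% in these data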;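 further: signal is peak over basal fluorescence ratio across the kinetic read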
M5 PAM: potentiates acetylcholine response at human M5 receptor | P08912 | CHO-K1 hM5, Fluo-8 calcium, ACh EC20 PAM; 0% = ACh EC20, 100% = ACh EC100 | activation, % at 3 µM | 0.3% of 360,000 active;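 active means activation above the run cutoff, the mean activation of all test compounds plus 3 SD, cut at about 18% in these data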
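Assay system: CHO-K1 hM5 cells. Also added: acetylcholine at EC20 concentration, added after compound. Dosing: 3 µM, single dose. Times: compound preincubation 140 s before EC20 acetylcholine addition. Signal: Fluo-8 calcium fluorescence. Measure: % activation relative to EC20 and EC100 ACh responses. Repeats: singlicate, one well per test compound.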
M1 PAM parental: nonselective activator or artifact in parental CHO-K1 calcium assay; ATP EC20, Fluo-8 calcium fluorescence; 0% at ATP EC20, 100% at ATP max; activation, % at 3 µM; 0.02% of 360,000 active;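 active means activation above the run cutoff, the mean activation of all test compounds plus 3 SD, cut at about 40% in these data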;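 further: peak over basal fluorescence ratio in a 140 s read after ATP addition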
TAAR1 antag: antagonists of human TAAR1. Q96RJ0. CHO RD-HGA16 TAAR1, Fluo-8 calcium fluorescence, antagonist. inhibition, % at 3 µM. 1.5% of 360,000 active. AID 624466;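 active means inhibition above a per-plate cutoff, the mean inhibition of test compounds on that plate plus 3 SD, cut at about 49% in these data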;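 further: 0% = DMSO plus EC80 beta-PEA response and 100% = DMSO alone without agonist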
Target sequence (Q96RJ0 whole entry, looked up): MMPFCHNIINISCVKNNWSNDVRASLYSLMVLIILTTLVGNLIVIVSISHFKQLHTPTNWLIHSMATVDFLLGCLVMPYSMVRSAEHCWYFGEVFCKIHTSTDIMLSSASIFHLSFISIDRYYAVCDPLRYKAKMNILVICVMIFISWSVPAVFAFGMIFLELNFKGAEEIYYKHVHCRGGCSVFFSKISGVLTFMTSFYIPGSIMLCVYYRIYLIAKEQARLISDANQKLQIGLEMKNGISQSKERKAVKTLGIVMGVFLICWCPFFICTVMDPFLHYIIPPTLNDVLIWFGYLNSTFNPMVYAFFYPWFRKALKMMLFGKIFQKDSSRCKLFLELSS
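Test system – hTAAR1-expressing CHO RD-HGA16 cells, Gα16-coupled · Reagent – β-PEA at EC80 concentration, post-compound challenge · Compound dosing – 3 µM, single point · Timing – 140 s kinetic read after compound, 140 s after agonist · Detection – Fluo-8 intracellular calcium dye fluorescence, real-time kinetic reads · Control set – DMSO and EC80 PEA controls · Repeats – n of 1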
M5 antag: antagonists of human muscarinic M5 receptor (CHRM5). AID 624040. inhibition, % at 3 µM. CHO-hM5 cells, Fluo-8 calcium fluorescence, ACh EC80. P08912. 0.59% of 360,000 active;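 active means inhibition above a per-plate cutoff, the mean of that plate's test compounds plus 3 SD, cut at about 27% in these data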;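 further: 0% = acetylcholine EC80 with DMSO and 100% = DMSO without agonist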
CRFBP-R2 block: CRF-BP/CRF-R2 complex antagonism; HEK293 CRF-R2/CRF-BP, CRF-induced calcium fluorescence; inhibition, % at 11.8 µM; 0.59% of 350,000 active;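 active means inhibition of the ligand-induced calcium signal above about 50% at the single tested concentration, limit read from the data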
CRFR2-BP ag: CRF-BP/CRF-R2 complex agonism. HEK293 CRF-R2/CRF-BP, calcium dye fluorescence (FLIPR); percent of saturating CRF peptide response. activation, % at 13.2 µM. 0.46% of 350,000 active. AID 588473;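 active means activation of at least 50%, plus an integration ratio under a set limit after plate pattern correction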;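 further: plate controls were neutral control wells without compound for no effect and CRF at EC100 for full effect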
TAAR1 ag: agonists of human TAAR1; activation, % at 3 µM; CHO RD-HGA16 TAAR1, Fluo-8 calcium fluorescence; vehicle wells 0%, saturating PEA agonist 100%; Q96RJ0; 0.99% of 360,000 active; AID 624467;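 active means activation above the mean activation of all test compounds in the run plus 3 SD, cut at about 38% in these data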
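test system = CHO RD-HGA16 cells carrying human TAAR1 plus Gα16 | schedule = 17-24 h seeding, 75 min 37 °C dye, 30 min RT | compound dosing = 3 µM single concentration | control set = DMSO and PEA EC100 | replicates = n 1 | signal = Fluo-8 fluorescence, 5 s baseline then 140 s kinetic read | measure = percent activation vs PEA EC100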
* hit, by the source's call; nt = not tested or not shown.

No.	Structure	M1 PAM parental	CHRM5 agonist	TAAR1 ag	CRFR2-BP ag	CHRM4 PAM
1	O=C(Nc1ccc(Oc2ccccc2)nc1)C1CCCCN1Cc1cccc(OCCO)c1 (stereo unspecified)	6	-5	4	0.2	-6
2	O=C(Cc1cccs1)N/N=C/c1ccccn1	12	3	5	0.7	-3
3	Nc1ccncc1N	-14	0	2	5.8	-6
4	N#Cc1ccccc1OCC(=O)OCC(=O)c1ccc[nH]1	-3	4	8	0.0	5
5	O=[N+]([O-])c1ccc(N2CCCC2)c([N+](=O)[O-])c1	14	-1	-1	1.6	-4
6	c1ccc(CCNCc2ccco2)nc1	-4	-5	22	-0.1	-2
7	CC(C)(C)OC(=O)N1CCC(C(=O)O)CC1	8	-3	10	0.2	12
8	COc1ccc(OC)c(Nc2c3ccccc3nc3ccccc23)c1	17	-9	-3	-1.8	-9
9	COc1ccc(N(C)S(=O)(=O)c2cccc(C(=O)Nc3nc4ccccc4[nH]3)c2)cc1	-13	1	9	-1.7	-14
10	O=c1c2ccccc2nnn1COc1ccc(Cl)cc1Br	2	0	1	0.1	9

No.	M5 antag	M5 PAM	TAAR1 antag	CRFBP-R2 block
1	7	2	-2	-6
2	1	2	-4	-8
3	3	-6	-13	15
4	-2	8	-11	6
5	-1	-5	6	11
6	6	7	-2	9
7	-5	3	2	-10
8	10	-7	-14	9
9	17	-15	55*	14
10	5	8	-3	-3

Among those listed so far, 2 contain an aryl methoxy group:
No.	Structure	M1 PAM parental	CHRM5 agonist	TAAR1 ag	CRFR2-BP ag	CHRM4 PAM
8	COc1ccc(OC)c(Nc2c3ccccc3nc3ccccc23)c1	17	-9	-3	-1.8	-9
9	COc1ccc(N(C)S(=O)(=O)c2cccc(C(=O)Nc3nc4ccccc4[nH]3)c2)cc1	-13	1	9	-1.7	-14

No.	M5 antag	M5 PAM	TAAR1 antag	CRFBP-R2 block
8	10	-7	-14	9
9	17	-15	55*	14

Molecules from the list above that have sulfur, in the order listed:
No.	Structure	M1 PAM parental	CHRM5 agonist	TAAR1 ag	CRFR2-BP ag	CHRM4 PAM
2	O=C(Cc1cccs1)N/N=C/c1ccccn1	12	3	5	0.7	-3
9	COc1ccc(N(C)S(=O)(=O)c2cccc(C(=O)Nc3nc4ccccc4[nH]3)c2)cc1	-13	1	9	-1.7	-14

No.	M5 antag	M5 PAM	TAAR1 antag	CRFBP-R2 block
2	1	2	-4	-8
9	17	-15	55*	14

(further entries)
No.	Structure	M1 PAM parental	CHRM5 agonist	TAAR1 ag	CRFR2-BP ag	CHRM4 PAM
11	CC(=O)Nc1ccc(S(=O)(=O)Nc2nc3nc(-c4ccccc4)cc(-c4ccccc4)n3n2)cc1	19	-3	0	-4.6	-2
12	CN(C)CCNc1ncnc2c1ncn2[C@H]1CN(Cc2ccc(-c3ccccc3)cc2)C[C@@H](CO)O1	13	-2	3	nt	0
13	CCC(C)NC(=O)CC(NS(=O)(=O)c1ccc(C)cc1)c1ccc(OC)cc1 (stereo unspecified)	15	-1	11	1.1	2
14	CCCCNC(=O)NS(=O)(=O)c1cnccc1Sc1ccc(Cl)cc1	-2	-1	11	-1.1	-1
15	C=CCN1CCN(Cc2cnc(Cl)s2)CC1	-7	-1	-1	4.2	7
16	COc1ccc(C(=O)N2CC(=O)Nc3ccc(C)cc3C2c2ccccc2)cc1 (stereo unspecified)	12	1	0	2.0	-1
17	CCOc1ccc(NC(=O)c2cccc(-n3cccc3)c2)cc1S(=O)(=O)N1CCOCC1	6	1	4	nt	-5
18	C=CCN1C(=NC(=O)COc2ccccc2)SC2CS(=O)(=O)CC21 (stereo unspecified)	-1	-3	2	-1.1	-2
19	CC1(C)CC(=O)C=C(NCCN2CCN(C(=S)Nc3ccccc3)CC2)C1	11	-3	7	-0.5	-10
20	CC(=O)N1N=C(c2ccc(Br)cc2)OC12CCCC2	9	-1	-1	-1.4	7

No.	M5 antag	M5 PAM	TAAR1 antag	CRFBP-R2 block
11	0	1	-4	15
12	8	1	-19	nt
13	-9	6	10	-16
14	0	-5	-25	2
15	-10	6	13	-3
16	7	-2	-6	-7
17	0	-1	15	nt
18	7	-2	-3	-1
19	0	2	-23	-5
20	3	4	6	-5

Following part:
No.	Structure	M1 PAM parental	CHRM5 agonist	TAAR1 ag	CRFR2-BP ag	CHRM4 PAM
21	COC(=O)c1c(NC(=O)CCC(=O)O)sc2c1CCCCC2	28	-1	7	-4.3	-4
22	CCOc1ccccc1NC(=O)CSc1nnc(Cc2cccn2C)n1-c1ccc(F)cc1	-6	4	5	-1.7	5
23	Cc1ccc(S(=O)(=O)N2CCC(C(=O)OCC(=O)N3C(C)CCCC3C)CC2)cc1C (stereo unspecified)	7	-2	-2	-1.8	-4
24	CCOP(=O)(O)c1ccccc1OCCCCCOc1ccccc1P(=O)(O)OCC	19	0	11	-0.2	-2
25	Cc1cc2oc(=O)cc(CN3CCCCC3)c2cc1C(C)C	20	-4	1	-3.3	-3
26	Cc1cccc(NC(=O)Cn2cnc3ccccc3c2=O)c1C	-9	-2	1	-2.8	4
27	CC1=NN(c2ccccc2)C(=O)C1c1ccccc1 (stereo unspecified)	19	1	1	-1.9	14
28	CSc1ccc(NC(=O)C2(C)CCN2C(=O)Cc2ccc(C(C)(C)C)cc2)cc1 (stereo unspecified)	12	2	0	nt	-7
29	COc1ccc(Cl)cc1N(C(=O)c1ccco1)C(C(=O)NC1CCCC1)c1cccnc1 (stereo unspecified)	8	-2	-2	-1.0	-1
30	CNS(=O)(=O)c1cccc(C(=O)NCC(c2cccs2)N2CCOCC2)c1 (stereo unspecified)	14	2	0	-1.3	-2

No.	M5 antag	M5 PAM	TAAR1 antag	CRFBP-R2 block
21	0	-3	-2	20
22	2	-1	-18	6
23	5	-3	-6	5
24	-3	6	6	2
25	2	-13	13	15
26	-2	1	-3	-14
27	-6	5	-6	2
28	2	-5	-8	nt
29	-10	6	-4	-3
30	-2	5	-8	5

Later entries:
No.	Structure	M1 PAM parental	CHRM5 agonist	TAAR1 ag	CRFR2-BP ag	CHRM4 PAM
31	C=CCOc1ccc2ccccc2c1CNc1ncn[nH]1	16	-6	2	-1.4	1
32	COc1cc2c(C(=O)N3CCN(C)CC3)c(C)n(-c3ccccc3)c2cc1Br	-1	-1	9	-0.2	3
33	CC(C)C(=O)Nc1cccc(NC(=O)c2cccc([N+](=O)[O-])c2)c1	16	1	9	-0.1	-2
34	COc1ccc(CC(=O)Nc2cc(=O)n(C)c(=O)n2C)cc1OC	29	3	0	4.3	-3
35	c1ccc(CNc2cncnc2)cc1	3	5	2	0.6	-1
36	COc1ccc(OC)c(-n2c(C)ccc2-c2ccc(S(C)(=O)=O)cc2)c1	-2	-2	15	-1.9	2
37	COc1ccc(C(CC(=O)Nc2ccc(C)cc2)NC(=O)C(F)(F)F)cc1 (stereo unspecified)	11	-3	1	0.6	13
38	O=C(/C(=C/O)N=Nc1ccc(Cl)cc1)c1ccncc1	17	-1	10	0.1	1
39	N#CCC(=O)N/N=C/c1cc([N+](=O)[O-])ccc1N1CCCC1	-11	-2	0	0.1	-8
40	CC(=O)OCCCNc1cc(Sc2ccc(C)cc2)c2nonc2c1[N+](=O)[O-]	11	-2	1	11	1

No.	M5 antag	M5 PAM	TAAR1 antag	CRFBP-R2 block
31	-3	-1	-7	1
32	-1	3	-3	21
33	-1	0	8	-23
34	11	0	10	-3
35	-13	-1	-17	11
36	-1	-6	9	10
37	-3	-7	-19	-4
38	9	3	6	13
39	12	-1	-11	-1
40	0	4	4	0

The last two compounds of the part before lead into the next:
No.	Structure	M1 PAM parental	CHRM5 agonist	TAAR1 ag	CRFR2-BP ag	CHRM4 PAM
39	N#CCC(=O)N/N=C/c1cc([N+](=O)[O-])ccc1N1CCCC1	-11	-2	0	0.1	-8
40	CC(=O)OCCCNc1cc(Sc2ccc(C)cc2)c2nonc2c1[N+](=O)[O-]	11	-2	1	11	1
41	O=C(CSc1cccc[n+]1[O-])CSc1cccc[n+]1[O-]	-1	3	2	0.8	-4
42	COc1ccc(NC(=O)[C@@H]2CC=C[C@@H]3CCN(Cc4ccccc4)C(=O)[C@@H]32)cc1	-10	1	9	-2.8	11
43	CC(C)(C)N(NC(=O)Nc1ccc(Cl)cc1)C(=O)c1ccccc1	9	3	7	-0.4	16
44	COc1ccccc1CN=C1NC(=O)C(CC(=O)Nc2ccc(C(C)=O)cc2)S1 (stereo unspecified)	-2	1	7	-0.8	-8
45	Cc1cc(Br)ccc1SCC(=O)OCC(=O)Nc1ncc(C(F)(F)F)cc1Cl	3	-2	0	-0.1	6
46	CCOc1ccc(C(=O)NC2CCN(C(=O)NCc3ccccc3)CC2)cc1	15	0	-2	1.7	17
47	O=C(N[C@@H](Cc1ccccc1)C(=O)N1CCC2(CC1)NCCc1[nH]cnc12)c1cccc(Br)c1	-17	-2	1	7.9	-3
48	CCCOc1ccc(S(=O)(=O)N2CCCC2)cc1[N+](=O)[O-]	-3	-10	1	-3.5	7
49	Cn1cc(/C=C(\C#N)C(=O)Nc2ccccc2O)c2ccccc21	-6	-2	nt	12	-7
50	CCCC(=O)OCC(=O)c1[nH]c(C)c(C(C)=O)c1C	7	-4	1	-2.1	1
51	Cc1ccc(CNC(=O)c2cc3c(=O)n4ccccc4nc3n(CC3CCCO3)c2=N)cc1 (stereo unspecified)	20	-6	nt	0.6	-3
52	N#Cc1c(-c2ccccc2F)cc(-c2cccnc2)nc1N	6	-6	4	0.5	3

No.	M5 antag	M5 PAM	TAAR1 antag	CRFBP-R2 block
39	12	-1	-11	-1
40	0	4	4	0
41	-12	-4	1	0
42	-10	7	6	9
43	-6	8	11	-2
44	-2	0	-9	10
45	0	3	-1	-35
46	-5	1	3	-5
47	-1	1	-16	35
48	-3	3	-13	4
49	5	-11	nt	-46
50	2	4	-30	14
51	0	-6	nt	4
52	1	-7	-9	9
